Compound activity: PubChem BioAssay, PCMD
Yeast tox: Compounds toxic to wild-type S. cerevisiae growth. 30,000 compounds, 0.3% hits. growth inhibition, % at 25 µM (by protocol). A595 turbidity, 16 h;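 active = mutant and wild-type yeast strains alike exhibit over 30% growth inhibition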;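 note: 0% = untreated cell controls and 100% = YPD media blanks without cells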
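System – wild-type and eIF2Bepsilon-R284H mutant S. cerevisiae, screened separately · Measured by – absorbance at 595 nm (turbidity) · Timing – 16 h compound exposure during growth at 30 °C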
eIF2B yeast act: modulators of yeast eIF2B activity | S. cerevisiae eIF2B-epsilon R284H, GCN4-lacZ luminescence | inhibition, % at 25 µM (by protocol) | 27,000 compounds, 0.91% hits | AID 688;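 active = mutant luminescence inhibited past about 50% while wild type luminescence and mutant growth stay under set limits, limit read from the data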; note: some compounds called inactive have numbers as strong as hits
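Material – yeast eIF2B-epsilon R284H mutant carrying GCN4–beta-galactosidase fusion · Medium – YPD yeast growth medium · Compound – one concentration, 25 µM, 0.25% DMSO · Times – 16 h at 30 °C exposure · Signal – Beta-Glo luminescence plus absorbance at 595 nm · Read-out – % inhibition of reporter signal and growth versus controls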
Yeast tox inhibition %: recorded beside Yeast tox, whose call it bears; growth inhibition, %; S. cerevisiae eIF2Bepsilon-R284H mutant growth, A595 turbidity, 16 h;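 each compound tested once at 25 µM; 0% equals untreated cells and 100% equals cell-free medium blanks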
eIF2B yeast act mutant toxicity: further read-out of eIF2B yeast act, marked with its call; growth inhibition, %; measured here: mutant yeast growth, toxicity;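 each compound tested once at 25 µM; zero equals untreated control growth and 100 equals blank medium absorbance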
* marks the source's active call; other numbers are inactive results; . = not tested or not shown.

SMILES | Yeast tox | Yeast tox inhibition % | eIF2B yeast act | eIF2B yeast act mutant toxicity
CCC(CC)C(=O)Nc1cccc(C(=O)Nc2nccs2)c1 | 7.1 | -10.0 | 2.5 | -10.0
Cc1cc2c(cc1C)NC(c1ccccn1)C1=C(CC(C)(C)CC1=O)N2 (stereo not drawn) | 2.4 | 3.0 | 6.6 | 3.0
COC(=O)C1CCN(c2cc(=O)n(C3CCCCC3)c(=O)[nH]2)CC1 | . | . | -19.0 | .
Cc1cc(-c2nnc(-c3cc4ccccc4oc3=O)o2)c(C)n1-c1ccccc1 | . | . | 18.2 | .
COc1ccc(OC)c(C(=O)c2ccc(C(=O)c3cc(OC)ccc3OC)cc2)c1 | -15.2 | 10.8 | -3.3 | 10.8
Clc1ccccc1Nc1c2c(nc3ncnn13)CCC2 | -7.3 | -42.9 | 24.9 | -42.9
O=C(c1cc(NC(=O)C23CC4CC(CC(C4)C2)C3)cc(NC(=O)C23CC4CC(CC(C4)C2)C3)c1)N1CCCCC1 | -24.4 | 3.6 | 4.1 | 3.6
Cc1ccccc1NC(=O)c1cc(S(=O)(=O)N2CCCCC2)cs1 | 18.6 | 19.4 | 15.9 | 19.4
CCOc1cc(C2CC(=O)Nc3cc(C)c(C)cc32)ccc1O (stereo not drawn) | 28.3 | 18.5 | 25.1 | 18.5
COc1cccc2cc(C(=O)N(C)C)c(=O)oc12 | -8.0 | -3.6 | 17.7 | -3.6
CCN(Cc1ccccc1)C(c1cc2cc(C)cc(C)c2[nH]c1=O)c1nnnn1CCOC (stereo not drawn) | . | . | 22.9 | .
CCN1C(=O)C(CC(=O)N2CCN(C(c3ccccc3)c3ccccc3)CC2)N(CC)C1=O (stereo not drawn) | -1.7 | -17.2 | 39.8 | -17.2
Cc1ccc(NC(=O)CCN2C(=O)CSC2=O)cc1 | -15.2 | 6.7 | . | .
O=C(Nn1cnnc1)c1csc2ccccc12 | 7.9 | -13.0 | 26.4 | -13.0
COc1cc(NC(=O)C2CC(=O)NC3=C2C(=O)CCC3)c(OC)cc1Cl (stereo not drawn) | 24.2 | 5.6 | 11.3 | 5.6
Cc1ccc(C)c(OCC(=O)NCCN(C)C)c1 | -0.4 | 10.8 | 3.1 | 10.8
C=CCn1c(CCNC(=O)c2cccs2)nnc1SCC(=O)Nc1cccc(C(C)=O)c1 | . | . | 18.3 | .
CC(c1ccccc1)n1cc(C(=O)NCCCn2ccnc2)nn1 (stereo not drawn) | 13.1 | 3.6 | 19.5 | 3.6
O=C(O)CCCC(=O)Nc1ccc(C(=O)NCc2cccnc2)cc1 | 5.6 | -4.5 | 13.7 | -4.5
CCn1c2c(c3cc(Br)ccc31)CCC/C2=N\O | 19.4 | 30.4 | -2.9 | 30.4
CSc1ncc(Cl)c(C(=O)Nc2nnc(SC)s2)n1 | 33.0 | 25.8 | 5.0 | 25.8
COc1cccc(CNn2cnnc2)c1OCc1ccc(F)cc1 | -10.0 | -18.2 | 4.2 | -18.2
Cc1ccc(P(=O)(OCCN2CCOCC2)C(C)(C)C)o1 (stereo not drawn) | 12.2 | 0.0 | 30.6 | .
CC1(C)Cc2c(sc3c2C(=O)N(c2ccccc2)C2=NCCCN23)CO1 | 6.7 | 5.0 | 20.3 | 5.0
CC1=C(C(=O)Nc2ccccc2)C(c2ccc(C)o2)n2c(s/c(=C\c3ccco3)c2=O)=N1 (stereo not drawn) | -4.8 | 0.0 | 24.2 | .
SMILES | Yeast tox | Yeast tox inhibition % | eIF2B yeast act | eIF2B yeast act mutant toxicity
O=C1OCC2=C1C(c1ccc3c(c1)OCO3)Sc1ccccc1N2 (stereo not drawn) | -9.4 | -7.7 | 21.6 | -7.7
Cc1cccc(S(=O)(=O)c2c(N)n(Cc3ccco3)c3nc4ccccc4nc23)c1 | 20.8 | 24.0 | 20.1 | 24.0
COc1cc(-c2nc3oc4ccccc4c(=O)c3c(=O)n2Cc2ccco2)cc(OC)c1OC | -20.6 | 11.5 | 10.2 | 11.5
Cc1cc(C(=O)CSc2nnc(-c3ccc(F)cc3)o2)c(C)n1CC1COc2ccccc2O1 (stereo not drawn) | -4.1 | -23.8 | -6.1 | -23.8
N#CC(c1ccc(Cl)cc1)c1ccc2c(C(F)(F)F)cc(C(F)(F)F)nc2n1 (stereo not drawn) | 0.0 | 15.2 | 12.8 | 15.2
COC(=O)c1ccc(Oc2nc(Nc3ccccc3)nc(N(C)C)n2)cc1 | -2.7 | -38.1 | 24.4 | -38.1
CC(C)(C)c1ccc(C(=O)N2CCC(C(=O)NCc3ccco3)CC2)cc1 | -12.0 | 2.9 | 14.6 | 2.9
CC(C)NC(=O)c1ccc(-c2cc(C(F)(F)F)ccc2Cl)o1 | 0.0 | 11.6 | . | .
COc1cccc(CC(NC(C)=O)C(=O)NC2CCN(c3nc(C)cc(C)c3C#N)CC2)c1 (stereo not drawn) | 9.7 | -42.9 | 11.4 | -42.9
COC(=O)c1ccccc1N(C)C(=O)C12CCC(C)(C(=O)O1)C2(C)C (stereo not drawn) | -6.8 | 13.0 | 2.9 | 13.0
CC1(C)CC(=O)C=C(NC2CCS(=O)(=O)C2)C1 (stereo not drawn) | -7.0 | 3.9 | 5.2 | 3.9
Cc1ccc(Nc2nc(Oc3ccc(OCc4ccccc4)nn3)nc(N3CCOCC3)n2)cc1 | 8.5 | -37.9 | 17.6 | -37.9
Cc1ccccc1-c1nnc2c3ccccc3c(C)nn12 | -12.0 | 4.4 | 24.9 | 4.4
COc1ccc(/C=N/Nc2ncc(-c3ccccc3)cn2)c(OC)c1 | 15.4 | 3.5 | -0.6 | 3.5
O=C(c1ccc(S(=O)(=O)N2CCCC2)cc1)N1CCN(Cc2ccc3c(c2)OCO3)CC1 | 4.3 | 8.3 | 10.1 | 8.3
Cc1ccc2nc(CCc3nc4ccc(C)cc4o3)oc2c1 | . | . | -21.9 | .
CC1=C(C(=O)OC2CCCCCCC2)C(c2cc3c(cc2Br)OCO3)CC(=O)N1 (stereo not drawn) | 5.0 | 2.6 | . | .
O=C(NC1CC1)c1cc(F)c(F)cc1Cl | 11.2 | 10.0 | . | .
COc1ccc(C2(C(=O)NCCCN3CCOCC3)CCOCC2)cc1 | 24.6 | 0.0 | 17.4 | .
COc1ccccc1N1CCN(C(=O)CSc2nc3ccccc3c(=O)n2CC2CCCO2)CC1 (stereo not drawn) | 2.5 | -6.7 | 14.1 | -6.7
Cn1c(C(=O)NCC2CCCO2)cc2c(=O)[nH]c3ccccc3c21 (stereo not drawn) | 1.0 | 4.5 | 9.0 | 4.5
Clc1ccc2nc(CN3CCCc4ccccc43)cn2c1 | 10.0 | -4.0 | 25.0 | -4.0
CCSc1nnc(NC(=O)c2csc(C)c2)s1 | -1.0 | -9.1 | -13.0 | -9.1
CCCS(=O)(=O)N1CCN(Cc2ccccc2C(F)(F)F)CC1 | . | . | 4.5 | .
O=C(Nc1ccc2oc(-c3ccccc3)nc2c1)c1cccs1 | -20.0 | 26.9 | -8.4 | 26.9
SMILES | Yeast tox | Yeast tox inhibition % | eIF2B yeast act | eIF2B yeast act mutant toxicity
Cn1c(=O)c2c(nc(NCCCO)n2C/C=C/c2ccccc2)n(C)c1=O | 26.8 | 0.0 | 0.7 | .
Cc1cccc(NC(=O)c2cnc3n(c2=O)CCS3)c1 | 0.0 | 6.9 | 10.9 | 6.9
O=C(/C=C/Nc1cccc(F)c1)c1ccco1 | 17.3 | 7.5 | . | .
Cc1c(N=C2NC(=O)C(CC(=O)Nc3ccc(Cl)cc3)S2)c(=O)n(-c2ccccc2)n1C (stereo not drawn) | -4.3 | 4.3 | -7.0 | 4.3
O=C(O)CSc1nnc(CNc2ccccc2Cl)n1-c1ccccc1 | 23.5 | 7.7 | 17.3 | 7.7
Cc1ccc(S(=O)(=O)C(C#N)c2nc3ccccc3nc2N2CC(C)OC(C)C2)cc1C (stereo not drawn) | 7.8 | -4.0 | 17.6 | -4.0
COC(=O)c1ccccc1NC(=O)CN1CCC(n2nnc3cc(C)ccc32)CC1 | 18.1 | -13.8 | -5.4 | -13.8
CN1CCN(c2nc3nonc3nc2N2CCN(C)CC2)CC1 | 26.2 | -12.5 | . | .
Clc1ccc(-c2cn3nc4c(nc3n2)CCCC4)cc1 | 12.6 | 13.5 | 27.5 | 13.5
O=C(c1cccs1)c1ccc(-c2cccs2)s1 | 19.7 | 2.2 | 16.5 | 2.2
CCn1nc(C(=O)OCc2c(C)noc2C)c2ccccc2c1=O | 22.6 | 10.7 | 6.8 | 10.7
CC1CCc2cc(F)ccc2N1C(=O)C1(C)CC1(Cl)Cl (stereo not drawn) | 6.5 | 11.6 | . | .
Cc1ccc(NCc2nnc(SCC(=O)Nc3cc(C)on3)n2C)cc1 | . | . | 17.3 | .
Cc1ccc(-c2cnc(-c3ccncc3)o2)cc1 | 21.1 | 14.3 | 15.4 | 14.3
O=C(NCC1CCCO1)c1cccc(Br)c1 (stereo not drawn) | -6.2 | 5.6 | . | .
COc1cc(NC(=O)c2cccs2)ccc1NC(=O)c1ccco1 | 10.4 | 18.5 | . | .
C=CCn1c(=O)n2ncnc2c2c3c(sc21)CCCC3 | 19.0 | 29.0 | 20.4 | 29.0
CSc1nncn1/N=C/c1ccccc1F | 19.6 | 18.8 | 20.6 | 18.8
O=C(Nc1ccccc1-c1ccccc1)c1ccc(Br)o1 | 8.2 | 0.0 | . | .
Cc1ccc(N2CC(C(=O)OCc3ccc([N+](=O)[O-])cc3)CC2=O)cc1 (stereo not drawn) | 11.8 | 24.3 | 33.0 | 24.3
Cc1nc2ccc3nc(NC(=O)c4ccc5c(c4)OCCO5)sc3c2s1 | -36.4 | -10.3 | -1.1 | -10.3
Cc1onc(-c2c(F)cccc2Cl)c1C(=O)NCc1cccs1 | 22.7 | -26.3 | -13.2 | -26.3
CC(C)(C)n1nnnc1C(c1cccs1)N1CCN(Cc2ccc3c(c2)OCO3)CC1 (stereo not drawn) | 22.5 | -9.1 | 18.0 | -9.1
CC(C)Nc1nc(NC(C)C)nc(NS(=O)(=O)c2ccc(N)cc2)n1 | 12.7 | 31.6 | 20.8 | 31.6
CCCc1nc2ccccc2c(=O)n1-c1c(C)n(C)n(-c2ccccc2)c1=O | . | . | 27.3 | .

An excerpt from above in order of number of heavy atoms, high to low:
SMILES | Yeast tox | Yeast tox inhibition % | eIF2B yeast act | eIF2B yeast act mutant toxicity
COc1cc(-c2nc3oc4ccccc4c(=O)c3c(=O)n2Cc2ccco2)cc(OC)c1OC | -20.6 | 11.5 | 10.2 | 11.5
CC1=C(C(=O)Nc2ccccc2)C(c2ccc(C)o2)n2c(s/c(=C\c3ccco3)c2=O)=N1 (stereo not drawn) | -4.8 | 0.0 | 24.2 | .
COC(=O)c1ccccc1NC(=O)CN1CCC(n2nnc3cc(C)ccc32)CC1 | 18.1 | -13.8 | -5.4 | -13.8
Cc1cc(-c2nnc(-c3cc4ccccc4oc3=O)o2)c(C)n1-c1ccccc1 | . | . | 18.2 | .
Cn1c(=O)c2c(nc(NCCCO)n2C/C=C/c2ccccc2)n(C)c1=O | 26.8 | 0.0 | 0.7 | .
COc1cc(NC(=O)C2CC(=O)NC3=C2C(=O)CCC3)c(OC)cc1Cl (stereo not drawn) | 24.2 | 5.6 | 11.3 | 5.6
COc1ccc(/C=N/Nc2ncc(-c3ccccc3)cn2)c(OC)c1 | 15.4 | 3.5 | -0.6 | 3.5
CCn1nc(C(=O)OCc2c(C)noc2C)c2ccccc2c1=O | 22.6 | 10.7 | 6.8 | 10.7
O=C(Nc1ccc2oc(-c3ccccc3)nc2c1)c1cccs1 | -20.0 | 26.9 | -8.4 | 26.9
CCC(CC)C(=O)Nc1cccc(C(=O)Nc2nccs2)c1 | 7.1 | -10.0 | 2.5 | -10.0
Cc1ccc(P(=O)(OCCN2CCOCC2)C(C)(C)C)o1 (stereo not drawn) | 12.2 | 0.0 | 30.6 | .
Cc1cccc(NC(=O)c2cnc3n(c2=O)CCS3)c1 | 0.0 | 6.9 | 10.9 | 6.9
CC1(C)CC(=O)C=C(NC2CCS(=O)(=O)C2)C1 (stereo not drawn) | -7.0 | 3.9 | 5.2 | 3.9

Other records follow:
SMILES | Yeast tox | Yeast tox inhibition % | eIF2B yeast act | eIF2B yeast act mutant toxicity
COC(=O)C1=CN(C)C=C(C(=O)OC)C1c1ccccc1Cl | 8.4 | -4.8 | 18.2 | -4.8
COc1cccc(C2C(C(=O)NCc3ccccc3)=C(C)Nc3ncnn32)c1 (stereo not drawn) | -4.2 | -6.7 | -16.0 | -6.7
COC(=O)C1=C(CSc2nccn2C)NC(=O)NC1c1cc(C)ccc1C (stereo not drawn) | 22.1 | 7.9 | . | .
O=C(OCCCN=C1NS(=O)(=O)c2ccccc21)c1ccccc1F | -8.6 | -10.0 | -7.8 | -10.0
CCCc1nnc(NC(=O)c2ccc(N3C(=O)C4C5C=CC(C5)C4C3=O)cc2)s1 (stereo not drawn) | 25.4 | 8.8 | 26.6 | 8.8
Cc1cccc2sc(NC(=O)CCNS(=O)(=O)c3cccc4nonc34)nc12 | 21.1 | 11.1 | 22.1 | 11.1
CC1(C)OC(=O)C(=CNCC(=O)NCC(=O)O)C(=O)O1 | 15.7 | 3.7 | 21.5 | 3.7
CCOc1ccccc1C(=O)Nc1cccc(-c2nnc(-c3ccccc3)o2)c1 | -9.3 | -25.0 | 15.9 | -25.0

This is a subset (hit frequency here may not be typical).
